PLC-beta3 inh: PLC-beta3 (human) inhibition, primary screen. actives 0.18% (n = 370,000). Purified PLC-beta3, fluorogenic substrate, fluorescence. inhibition, % at 12.2 µM; in the data active = inhibition above about 11%;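 also: 0% = median of compound wells on plate and 100% = full blocker control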
Tn6 DDE FP: DD(E)-Tn6 binding inhibition, primary FP screen. P02675. Fibrin DD(E) TRITC-Tn6 fluorescence polarization displacement. inhibition, % at 8.3 µM. actives 0.21% (n = 370,000). AID 720509;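 active = inhibition above a per-campaign cutoff: mean of compounds within control limits plus 3 SD, cut at about 15% in these data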;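 also: 0% = median of all compound wells on the plate and 100% = blocking peptide control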
Target sequence (P02675 whole entry, looked up): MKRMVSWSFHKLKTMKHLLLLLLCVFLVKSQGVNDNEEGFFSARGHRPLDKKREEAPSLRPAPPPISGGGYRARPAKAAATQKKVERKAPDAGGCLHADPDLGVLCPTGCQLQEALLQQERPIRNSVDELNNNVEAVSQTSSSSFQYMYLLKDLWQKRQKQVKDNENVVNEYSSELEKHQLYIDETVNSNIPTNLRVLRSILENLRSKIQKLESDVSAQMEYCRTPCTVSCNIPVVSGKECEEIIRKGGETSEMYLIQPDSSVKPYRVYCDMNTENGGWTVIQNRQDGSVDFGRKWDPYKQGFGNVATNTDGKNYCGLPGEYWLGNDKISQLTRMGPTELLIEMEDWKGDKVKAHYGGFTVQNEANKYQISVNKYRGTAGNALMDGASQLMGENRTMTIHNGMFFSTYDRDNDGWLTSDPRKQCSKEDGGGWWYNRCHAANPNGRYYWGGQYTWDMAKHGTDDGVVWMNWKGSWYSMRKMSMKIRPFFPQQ
sPLA2-III inh: Inhibits HGIII-sPLA2 liposome hydrolysis, primary screen. Q9NZ20. QFRET BODIPY PC-A2 liposome hydrolysis, fluorescence. inhibition, % at 12.2 µM. actives 0.56% (n = 370,000). AID 743126;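 active = inhibition above mean plus 3 SD of compounds lying within the high and low control bounds, cut at about 19% in these data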;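 also: 0% = median of test compound wells and 100% = no enzyme DMSO wells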
Tn7 DDE FP: DD(E)-Tn7 binding inhibition, primary FP screen; P02675; FP displacement of FITC-Tn7 peptide from fibrin DD(E); 0% = median of compound wells per plate; inhibition, % at 8.3 µM; actives 0.13% (n = 370,000);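 active = inhibition above the mean of compounds falling within the control limits plus 3 SD of them, cut at about 14% in these data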;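 also: 0% = plate median of compound wells and 100% = 10 µM Aha-Tn7 peptide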
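Assay system: human fibrin DD(E). Input: DD(E) 2 µM final. Medium: Tris buffer with calcium and detergent, pH 7.8. Compound dosing: single point at 8.3 µM. Timing: 10 min plus 3 h, room temperature. Technique: fluorescence polarization of the labelled Tn7 tracer. Read-out: percent inhibition. Replicates: singlicate testing.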
KLK7 zymogen act: activates the human kallikrein-7 zymogen | P49862 | purified proKLK7, EDANS-DABCYL substrate fluorescence; 100% is mature enzyme control, 0% vehicle | activation, % at 7 µM | actives 0.9% (n = 370,000) | AID 652039;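 active = activation above the mean of all tested compounds plus 3 SD, computed per campaign excluding outliers beyond control limits, cut at about 13% in these data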
UHRF1 MBD2 ctr: human UHRF1 methylated DNA binding inhibitors | UHRF1 binding to methylated oligo, TR-FRET | inhibition, % at 4.4 µM | actives 0.75% (n = 370,000) | AID 687016; in the data active = inhibition above about 21%;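 also: UHRF1 SRA domain binding a hemimethylated CpG hairpin DNA probe; 0% = median of test compound wells and 100% = reference inhibitor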
NR1D1 modulator: modulates human Rev-erb alpha binding to DNA; Rev-erbα–FITC-DNA binding, fluorescence polarization, 90 min; P20393; AID 1259318; actives 0.79% (n = 370,000); activity, % at 10 µM;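 active = activity above about 14%, limit read from the data; passing the limit was not always enough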;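 also: 0% = DMSO wells with 35 nM protein and 100% = DMSO wells with 750 nM protein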
ARFGAP1 inh: rat ARFGAP1 inhibition; AID 651572; inhibition, % at 16.5 µM; Arfgap1-stimulated ARF1 GTP hydrolysis, GDP FP detection; Q62848; actives 0.26% (n = 360,000);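 active = inhibition above a per-plate limit, mean inhibition of low control wells plus 3 SD, cut at about 25% in these data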;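 also: 0% = DMSO wells with enzyme and 100% = wells lacking Arfgap1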
Target sequence (Q62848 1-136 limits assumed): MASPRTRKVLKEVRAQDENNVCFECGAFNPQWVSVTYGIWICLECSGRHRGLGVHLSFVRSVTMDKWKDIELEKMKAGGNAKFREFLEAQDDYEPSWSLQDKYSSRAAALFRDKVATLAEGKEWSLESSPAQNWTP
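Material – truncated rat Arfgap1 GAP domain · Buffer or medium – HEPES-based buffer, pH 7.5 · Reagent – human ARF1(Δ1-17)-GTP substrate · Dosing – 16.5 µM single point, 1.26% DMSO · Schedule – GTP hydrolysis reaction 2 h at 25 °C · Technique – GDP detection by fluorescence polarization · Benchmarks – No-Arfgap1 wells (100%) versus DMSO full-reaction wells (0%) · Repeats – single replicate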
PLC-gamma1 inh: PLC-gamma1 (human) inhibition, primary screen; purified PLC-gamma1, fluorogenic substrate, fluorescence; AID 720700; P19174; actives 0.84% (n = 370,000); inhibition, % at 12.2 µM; in the data active = inhibition above about 9.5%
ASAP1 inh: ASAP1 ArfGAP inhibition; Q9ULH1; ASAP1-stimulated ARF1 GTP hydrolysis, GDP FP detection; inhibition, % at 16.5 µM; actives 0.19% (n = 360,000); in the data active = inhibition above about 25%;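 also: 0% = vehicle with enzyme and substrate and 100% = no enzyme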
Target sequence (Q9ULH1 325-724 limits assumed): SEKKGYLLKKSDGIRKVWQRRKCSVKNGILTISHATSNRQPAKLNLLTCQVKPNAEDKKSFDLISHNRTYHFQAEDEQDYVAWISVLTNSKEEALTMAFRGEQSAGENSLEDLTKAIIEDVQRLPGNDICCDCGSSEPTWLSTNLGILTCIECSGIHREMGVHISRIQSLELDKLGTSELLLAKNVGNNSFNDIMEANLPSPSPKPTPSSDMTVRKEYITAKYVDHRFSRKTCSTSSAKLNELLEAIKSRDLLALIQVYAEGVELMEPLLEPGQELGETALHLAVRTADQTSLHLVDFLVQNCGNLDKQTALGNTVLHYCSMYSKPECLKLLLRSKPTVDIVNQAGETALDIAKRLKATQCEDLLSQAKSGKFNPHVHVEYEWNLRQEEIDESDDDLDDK
Starred values were filed as active, the others as inactive; i = inactive; . = not tested or not shown.

SMILES	PLC-beta3 inh	Tn6 DDE FP	sPLA2-III inh	Tn7 DDE FP	KLK7 zymogen act	UHRF1 MBD2 ctr	NR1D1 modulator	ARFGAP1 inh	PLC-gamma1 inh	ASAP1 inh
CCOc1ccc(CCNS(=O)(=O)c2ccc3c(c2)N(C(C)=O)CCO3)cc1OCC	-8.7	-6.0	-2.9	1.5	-0.1	5.6	-0.4	12.5	3.1	1.8
COc1ccc(CC(=S)N2CCOCC2)cc1F	2.0	5.6	3.1	3.0	-0.3	0.3	1.6	-10.0	0.5	-18.4
Cc1ccc(NC(=O)N2CCCC2C(=O)Nc2nnc(C(C)C)s2)cc1 (configuration not stated)	-2.8	2.5	-3.5	4.1	0.0	1.4	-3.5	-6.6	0.3	5.7
Cc1c(NS(=O)(=O)c2ccc3nc(COc4ccccc4Cl)[nH]c3c2)c(=O)n(-c2ccccc2)n1C	-2.5	12.8	-21.7	-1.3	0.0	2.3	-4.7	3.1	6.9	1.6
CCCCNC(=O)C1C(c2ccc(OC)cc2)=Nc2ccccc2N1C(=O)c1ccncc1 (configuration not stated)	-11.2	1.5	-0.9	-3.2	0.5	-2.0	-5.4	11.3	-7.2	-11.4
Cc1ccc(S(=O)(=O)N(C)CC(=O)OCC(=O)Nc2ccccc2)cc1	-4.9	1.4	1.1	4.4	1.0	2.9	-4.9	2.8	-2.3	9.4
CCCNC(=O)c1ccc2c(c1)CCN2S(C)(=O)=O	3.8	2.7	-2.7	-3.3	0.1	0.8	-7.3	7.5	0.1	2.7
N#CC[C@H](Cc1ccccc1)N1CC[C@@H](O)CCC1=O	-1.4	4.5	2.7	1.0	0.0	-1.3	-1.4	3.5	0.3	-5.6
CN(CC(=O)NCc1ccc(F)cc1)S(=O)(=O)c1cccc2nsnc12	4.2	-4.7	0.5	7.2	0.0	-3.4	-1.6	-6.4	2.8	-3.2
Cc1ccccc1NC(=O)CSc1nc2cc3c(cc2cc1C)CCC3	4.7	6.1	-5.0	1.0	0.6	0.7	102.0*	-4.2	4.2	4.1
CSCCC(NS(=O)(=O)c1ccc2c(c1)oc(=O)n2C)C(=O)NCc1cccs1 (configuration not stated)	-8.6	-2.3	7.2	0.2	0.1	4.0	5.7	-4.5	4.2	5.4
C=CCNc1nc(N2CCOCC2)c(C#N)c2c1CN(C)CC2	-324.6	0.9	7.8	-3.7	7.8	-4.3	-4.1	-12.8	-232.6	3.5

Single records (already shown).
CCCCNC(=O)C1C(c2ccc(OC)cc2)=Nc2ccccc2N1C(=O)c1ccncc1 (configuration not stated) in the list: PLC-beta3 inh: -11.2; Tn6 DDE FP: 1.5; sPLA2-III inh: -0.9; Tn7 DDE FP: -3.2; KLK7 zymogen act: 0.5; UHRF1 MBD2 ctr: -2.0; NR1D1 modulator: -5.4; ARFGAP1 inh: 11.3; PLC-gamma1 inh: -7.2; ASAP1 inh: -11.4
CCOc1ccc(CCNS(=O)(=O)c2ccc3c(c2)N(C(C)=O)CCO3)cc1OCC in the list: PLC-beta3 inh: -8.7; Tn6 DDE FP: -6.0; sPLA2-III inh: -2.9; Tn7 DDE FP: 1.5; KLK7 zymogen act: -0.1; UHRF1 MBD2 ctr: 5.6; NR1D1 modulator: -0.4; ARFGAP1 inh: 12.5; PLC-gamma1 inh: 3.1; ASAP1 inh: 1.8

The list continues:
SMILES	PLC-beta3 inh	Tn6 DDE FP	sPLA2-III inh	Tn7 DDE FP	KLK7 zymogen act	UHRF1 MBD2 ctr	NR1D1 modulator	ARFGAP1 inh	PLC-gamma1 inh	ASAP1 inh
Cc1nn(-c2ccccc2)c(Cl)c1/C=C1\SC(=S)N(C)C1=O	6.1	1.8	1.1	-3.1	-0.4	-0.4	-6.0	2.1	2.9	0.5
COC(=O)Nc1ccc(SCC(=O)c2cccc([N+](=O)[O-])c2)cc1	-5.1	6.1	-23.9	9.7	0.1	-2.8	0.1	-14.2	1.4	-13.9
Cc1nn(C)cc1C(C)NC(=O)c1cc(COc2cccc3cnccc23)on1 (configuration not stated)	-33.5	5.3	-2.1	3.6	7.2	-0.6	0.2	5.7	-35.5	7.6
CSCc1ccc(C(=O)N2CCC(CCC(=O)N(C)Cc3ccccc3)CC2)o1	-5.5	4.4	-3.0	-8.8	0.3	-2.6	4.7	-1.8	1.0	-13.2
NC(N)=NC(N)=Nc1ccc(SC(F)(F)F)cc1	2.3	-0.1	19.1	4.7	-1.0	5.4	-1.6	7.5	10.9*	-8.5
COc1ccc(/C=C/c2nc3cc(-c4ccccc4)ccc3o2)cc1O	i	-6.0	-30.4	-1.1	-4.7	2.9	-1.7	2.1	i	17.1
NC(=O)CN1C(=O)C2C3C=CC(C3)C2C1=O (configuration not stated)	-2.2	3.8	4.3	4.8	0.0	-1.5	-3.2	-3.0	-1.0	-9.2
O=C1CCC(CCC(=O)N2CCCC(C(=O)c3cccc(C(F)(F)F)c3)C2)=NN1 (configuration not stated)	-0.7	-2.1	4.3	1.4	0.0	2.1	6.1	-5.9	-2.0	6.6
OC(c1ccc(CN2CCCCC2)cc1)c1ncc(-c2ccccc2)[nH]1 (configuration not stated)	-1.9	7.6	10.2	0.5	-0.1	1.3	-6.1	-5.1	1.6	-6.4
CC1(CCc2ccccc2)NC(=O)N(CC(=O)N2CC(=O)Nc3ccccc32)C1=O (configuration not stated)	-9.7	-2.2	0.9	-1.3	0.4	-1.0	-1.2	9.1	1.9	-1.2
CC(C)=CCc1c(O)c(CC=C(C)C)c2occ(-c3ccc(O)cc3)c(=O)c2c1O	8.1	5.3	-12.3	5.8	-0.2	-1.1	-8.2	12.0	-7.0	5.7
C=CCN(CC=C)c1ncnc2[nH]ncc12	1.4	1.7	11.4	1.6	-0.6	1.9	-7.2	5.4	0.3	-2.6
Cc1cc(NC(=O)c2ccc3nc(C)sc3c2)no1	5.8	5.0	13.1	-5.3	-0.6	5.1	2.4	0.2	4.2	9.6
O=C(COC(=O)C(O)c1ccccc1)NC12CC3CC(CC(C3)C1)C2 (configuration not stated)	1.3	2.3	2.7	2.2	-0.3	1.6	-3.7	-2.2	2.0	1.5
Cc1ccc(C2=CC(=O)CC(C)(C)C2=O)cc1	5.8	1.1	-4.8	-6.1	0.3	-0.7	1.1	-6.2	2.4	2.5
CC1=CC(=Nc2c(C)n(C)n(-c3ccccc3)c2=O)C=C(C)C1=O	-1.7	0.2	-2.9	-8.2	-0.4	5.1	2.7	9.4	-3.0	-4.7
COc1ccc(C(C)=O)cc1CC(=O)NC1CCCCCC1	-4.2	1.3	4.1	0.3	0.3	1.2	5.1	0.8	-1.8	-0.7
COc1ccc(S[C@]2(C(=O)N3CCN(c4ncccn4)CC3)CC(=O)N(C(=O)c3ccccc3)[C@@H]2c2ccc(OC)cc2)cc1	1.6	1.9	0.6	4.1	-0.2	-1.4	5.9	.	1.1	.
Cc1c(C(=O)N2CCN(Cc3ccccc3)CC2)sc2ncnc(N3CCOCC3)c12	-0.4	2.8	-5.1	-2.8	-0.5	-2.3	-4.4	8.1	-1.0	1.6
COc1ccc(-c2ccc(-c3cc(=O)oc4c(C(C)C)ccc(C)c34)cc2)cc1	-47.4	4.4	12.7	-1.2	0.0	1.1	-4.4	-0.8	-27.3	-15.5
O=C(O)CCCN1C(=O)C(=O)/C(=C(/O)c2ccc(Cl)cc2)C1c1ccccc1 (configuration not stated)	-4.9	0.6	2.2	-0.4	-0.2	-4.3	1.9	-1.4	0.6	3.9
CC1=CC2(C)NC(=O)C(C)C12 (configuration not stated)	1.4	3.0	1.1	-0.3	-0.1	-1.2	-0.2	2.5	0.9	-8.1
O=C1C[C@@H]2CCN3C(=O)CCC[C@@H]([C@H]23)[C@@H]1Cc1ccccc1	1.1	8.0	-0.6	3.9	-0.6	0.3	-1.2	6.7	-0.7	7.5
COc1ccc(NC(=O)C2CC(=O)N/C(=N/N=C/c3ccccc3)S2)cc1 (configuration not stated)	-3.2	3.2	-0.9	5.7	-1.0	5.1	-0.7	-0.9	0.7	-10.5
COc1ccc(NC(=O)CN2CCCCC2)cc1S(=O)(=O)N1CCCCC1	3.5	10.0	0.8	0.1	-0.9	-0.4	3.7	2.0	2.0	8.8
O=C(NCCNS(=O)(=O)c1ccccc1)c1cc(OCC(F)(F)F)ccc1OCC(F)(F)F	-1.7	4.2	-8.2	-0.8	-0.7	-1.8	2.5	13.9	2.5	8.8
CCc1cccc(C)c1N=Cc1c(O)c2ccccc2oc1=O	-9.0	-5.5	-6.9	2.6	-0.8	-1.4	-3.5	0.1	-5.0	4.5
CC(C)(C)c1ccc(NC(=O)Nc2ccc(OCC(=O)N3CCOCC3)cc2)cc1	-18.8	2.1	-25.2	-4.2	0.5	0.1	-4.7	3.0	0.2	3.4
COC(=O)c1sccc1NC(=O)c1cc(-c2cc(C)ccc2C)nc2ccccc12	0.7	-0.9	-5.2	0.1	-0.4	-2.7	8.2	-3.8	1.5	-6.5
CC(C)C(=O)NC(C)C(c1cccs1)N1CCOCC1 (configuration not stated)	1.5	-0.8	1.6	6.8	0.5	0.1	-5.0	3.1	3.9	6.8
Cc1ccccc1CCNC(=O)C1CC(O)CN1C(=O)Nc1ccccc1 (configuration not stated)	-4.6	-3.9	1.3	-1.7	0.0	-1.0	0.6	2.3	0.4	7.2
Cc1cc(C)nc(/N=C(\N)Nc2ccc(S(=O)(=O)Nc3nccc(C)n3)cc2)n1	4.5	2.8	3.8	-10.9	0.8	4.2	-0.2	1.5	-0.4	-5.2
O=CN1CCN(C(=O)Cc2ccc([N+](=O)[O-])cc2)CC1	0.4	4.9	-1.2	6.6	0.0	-1.4	-3.3	1.6	-3.0	2.9
CCC(C)(C)NC(=O)C1CCN(c2nc(C)cc(C)n2)CC1	0.1	0.9	9.3	4.1	0.1	4.3	0.7	9.3	0.4	-9.3
COc1ccc([N+](=O)[O-])cc1NC(=O)CSc1nc(C)cc(C)n1	-6.3	-9.7	12.9	-0.4	-0.9	4.0	7.3	11.8	-1.0	-5.1
Cc1ccc(S(=O)(=O)N(C)C[C@H]2OCc3cn(nn3)CCCC(=O)N([C@H](C)CO)C[C@@H]2C)cc1	1.1	8.6	8.1	1.6	1.3	20.4	0.6	-1.7	0.1	-17.9
CCC(C)(C)NC(=O)CSc1nc(Cc2ccccc2)nc2ccccc12	-8.9	-4.3	1.2	3.3	-0.1	1.7	9.8	5.5	-0.6	-5.3
Cc1ccnc2c(N3C(=O)C4C5C=CC(C5)C4(C)C3=O)cccc12 (configuration not stated)	4.9	7.2	-1.5	-6.6	0.0	-1.6	-6.3	2.5	5.5	-12.1
O=C(NC1CC1)c1cccc(NC(=O)C2CCCC2)c1	0.4	11.9	3.0	2.9	0.4	-1.1	-2.7	-8.1	-0.6	8.9
COc1ccc(N2CCN(C(=O)CSc3nnc(-c4ccc5[nH]c(C)c(C)c5c4)o3)CC2)cc1	-5.7	-3.1	-13.4	-2.0	0.3	-1.9	7.4	-2.3	-1.9	1.2
